Bioassay records (PubChem)
SW480 rerep: DNA re-replication induction in SW480 cells; SW480 DNA re-replication, Hoechst DNA content imaging, 48 h; Potency, µM (highest dose often 46.1 µM), for inactives: at the top dose re-replication activation, usual class: activators; 1.8% of 340,000 active; AID 624297; also: potency is read from the fitted curve at half-maximal effect; % of control where 0% means no effect; nearly all actives have a fitted effect of over 55% in size
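Treated cells incubate 48 hr (37 C, 5% CO2), are stained 40 min with Hoechst, and nuclear fluorescence is enumerated; a rise in nuclei with high DNA signal marks re-replication.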
MCF10A rereplic: induces DNA re-replication in MCF 10a normal breast cells; Potency, µM (top dose mostly 46.1 µM), for the others: at the top dose activity, positive = re-replication, hits mostly activators; MCF 10A DNA re-replication, Hoechst nuclear intensity, 48 h; 2.9% of 350,000 active; also: potency is read from the fitted curve at half-maximal effect; % of control where 0% means no effect; nearly all actives have a fitted effect of over 50% in size
IL-1B inflam inh: inflammasome signaling inhibition, IL-1 beta readout; THP-1 LPS/ATP IL-1B secretion, AlphaLISA, 16 h; stronger effect = lower value; activity change, % at 57.5 µM; 4.7% of 360,000 active; AID 743279; in the data active = activity change below about -50%; inconclusive = mostly about -30% to -49%; also: % is scaled to controls: 0 for no effect and ±100 for the full control effect
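THP-1 cells pretreated 1 hr with compounds (up to 57.5 uM final), then stimulated with LPS (250 ng/mL final) plus ATP (1.25 mM final); secreted IL-1B measured by AlphaLISA after 16 hr, decreased signal indicating inhibition.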
KB-3-1 cytotox: kills parental KB-3-1 adenocarcinoma cells. 1.4% of 400,000 active. Potency, µM (highest dose often 46.1 µM), without a hit: top-dose activity change, negative = cytotoxic, most hits filed as cytotoxic. KB-3-1 viability, CellTiter-Glo ATP luminescence, 72 h; also: potency is read from the fitted curve at half-maximal effect; % is scaled to controls: 0 for no effect and ±100 for the full control effect; nearly all actives have a fitted effect of over 60% in size
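Using CellTiter-Glo luminescence, growth of non-resistant KB-3-1 adenocarcinoma cells is assessed 72 h after pin-tool compound addition at 37 °C. Normalized responses across the concentration series yield fitted curves.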
WRN inhibitor: inhibitors of human WRN helicase | WRN helicase unwinding, fluorescent forked duplex, kinetic | Potency, µM (titrated, usually from 114 µM), for the others: at the highest dose activity change, negative = inhibition, most hits filed as inhibitors | 0.46% of 360,000 active | AID 651768; also: potency is read from the fitted curve at half-maximal effect; % is scaled to controls: 0 for no effect and ±100 for the full control effect; nearly all actives have a fitted effect of over 55% in size
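Fluorescence dequenching readout, ex 525 nm/em 598 nm, kinetic mode: forked duplex DNA (100 nM final) with adjacent fluorophore and quencher unwound by WRN (20 nM final) with 2 mM ATP. Compound preincubation 15 min, room temperature.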
ATXN2 expr inh: ATXN2 expression inhibition | 0.72% of 360,000 active | Potency, µM (top dose mostly 57 µM), for inactives: at the highest dose activity change, negative = inhibition, usual class: inhibitors | HEK-293 ATXN2-luciferase reporter, luminescence, 24 h | AID 1745845; also: potency is read from the fitted curve at half-maximal effect; % is scaled to controls: 0 for no effect and ±100 for the full control effect; nearly all actives have a fitted effect of over 55% in size
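qHTS (up to 57 uM final) was run with 24 h compound exposure of reporter cells at 37 °C. Each well was multiplexed: SteadyGlo luminescence measured ATXN2-luciferase expression after a fluorogenic Gly-Phe-AFC viability readout (25 uM final).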
KB-V1 cytotox: kills drug-selected multidrug resistant KB-V1 cells; Potency, µM (top dose mostly 46.1 µM), without a hit: at the top dose activity change, negative = cytotoxicity, actives largely listed as cytotoxic; 3.4% of 400,000 active; KB-V1 MDR cells viability, CellTiter-Glo, 72 h; AID 1347076; also: potency is read from the fitted curve at half-maximal effect; % is scaled to controls: 0 for no effect and ±100 for the full control effect; nearly all actives have a fitted effect of over 60% in size
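KB-V1 cells (P-gp-expressing MDR subline of KB-3-1) in phenol-red-free DMEM with 10% FBS were exposed to library compounds over a concentration series for 72 h at 37 degrees C. Viability read by CellTiter-Glo luminescence; concentration-effect curves fitted after normalization.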
HT1080 IDH1KD tx: toxicity to HT-1080 IDH1 knockdown cells (counter line) | HT-1080 IDH1 knockdown viability, ATP luminescence, 48 h | Potency, µM (highest dose often 46.1 µM), without a hit: top-dose activity, negative = toxicity, hits mostly cytotoxic | 2% of 360,000 active | AID 686971;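 also: potency is read from the fitted curve at half-maximal effect; 0% = DMSO wells and -100% = cell-free medium wells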
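Assay cells: HT-1080 with IDH1 knockdown, 750 per well, RPMI/5% FBS. Exposure: 48 h at 37 °C following 2 h pre-incubation. Read: CellTiter-Glo luminescence; fitted concentration-response, curve class assigned.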
HT1080NT lethal: kills 2HG-producing HT-1080-NT fibrosarcoma cells | 1.6% of 360,000 active | Potency, µM (series often up to 46.1 µM), for inactives: at the highest dose activity, negative = less viability, usual class: cytotoxic | HT-1080-NT fibrosarcoma viability, CellTiter-Glo ATP luminescence, 48 h;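 also: NT is the 2HG producing partner of a matched IDH1 knockdown line; potency is read from the fitted curve at half-maximal effect; 0% = DMSO-treated cells and -100% = media-only wells without cells; nearly all actives have a fitted effect of over 55% in size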
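A 48-hour cytotoxicity screen used HT-1080-NT cells plated 2 hours before compound delivery. ATP-based CellTiter-Glo luminescence measured viability, normalized to DMSO and no-cell controls.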
* marks the source's active call; other numbers are inactive results; ? = inconclusive; · = no result given; [ ] = dose if it differs, or a comment. Unless noted, calls follow the shape of the dose curve; as a rule, active = well fitted curve in the direction sought with a large enough effect; inconclusive = small, poorly fitted or top-dose-only effect, or another doubt; inactive = no such curve, though single readings can be large; an effect the other way counts as inactive or inconclusive. Rows were taken by chance; overall some 12% were active at least once.

Each structure is followed by: SW480 rerep	MCF10A rereplic	IL-1B inflam inh	KB-3-1 cytotox	WRN inhibitor	ATXN2 expr inh	KB-V1 cytotox	HT1080 IDH1KD tx	HT1080NT lethal
CCc1ccc(-c2cn(C3CCCCC3)c(=S)[nH]2)cc1
→ 3%	?	-68*	-5%	-15%	17%	?	?	0%
Cc1cccnc1NC(=O)c1cccc(S(=O)(=O)N2CCCC2)c1
→ -3%	0%	9	4%	6%	3%	29%	5%	2%
O=C(O)CSc1nnc(-c2ccncc2)n1C1CCCCC1
→ 2%	0%	7	15%	3%	7%	3%	3%	1%
O=C(CSc1nc2ccccc2c(=O)n1-c1ccc(F)cc1F)c1c[nH]c2ccccc12
→ -4%	?	?	13%	-4%	1%	1%	-10%	-19%
O=C(Nc1nnc(SCc2ccccc2)s1)c1ccco1
→ -3%[9.22 µM]	23%	-28	11%	0%	18%	1%	7%	8%
CCn1cc(Cl)c(C(=O)NNC(=O)CCn2ccc([N+](=O)[O-])n2)n1
→ -14%	-8%	-7	14%	3%	-6%	14%	6%	9%
COc1ccc(-c2nnc(SCC(N)=O)n2N)cc1
→ 0%	0%	8	1%	3%	5%	6%	0%	-1%
CCN(CC)CCCn1c(=S)[nH]c2cc(C(=O)OC)ccc2c1=O
→ -6%	0%	17	4%	7%	0%	-24%	8%	7%
O=C(O)/C=C/C(=O)Nc1ccc(NC(=O)c2ccccc2)c(Cl)c1
→ -4%	0%	7	18%	1%	-4%	?	13%	-4%
O=C([C@H]1O[C@@H](n2ccc(=O)[nH]c2=O)[C@H](O)[C@@H]1O)N1CCN(c2ccc(Cl)cn2)CC1
→ ·	·	-24	0%	-1%	0%	8%	12%	14%
COc1ccccc1C(=O)NC(=S)Nc1ccc(S(=O)(=O)N2CCN(C)CC2)cc1
→ ?	31%	-4	-13%	-5%	-15%	-13%	-11%	-9%
O=C(Cc1cn2ccsc2n1)NCCc1ccc(F)cc1
→ -8%	0%	15	9%	-5%	4%	17%	11%	12%
O=C1ON=C(c2ccccc2)/C1=C/c1ccc(OS(=O)(=O)c2ccccc2)cc1
→ ?	?	9	1%	?	17%	-21%	-3%	-2%
CCOc1nc(C)cc(C)c1S(=O)(=O)c1cccc(Cl)c1
→ 1%	4%	0	-19%	2%	2%	9%	3%	-3%
Cc1cc(C)c2nc(NC(=O)c3ccco3)sc2c1
→ 2%	-7%	0	-8%	-3%	·	-25%	-1%	-4%
CC(NC(=O)COC(=O)CSCc1ccccc1)c1ccccc1 (stereo not given)
→ -1%	-1%	12	-1%	7%	-18%	7%	8%	0%
Cc1onc(-c2ccccc2Cl)c1C(=O)Nc1nn[nH]n1
→ -2%	4%	15	-9%	-2%	-5%	-10%	16%	1%
O=C(Nc1cccc(-c2nc3ncccc3o2)c1)c1ccco1
→ 1%	9%	-57*	?	-5%	8%	-9%	11%	?
CCOC(=O)C1=C(CSc2nc3c(cc2C#N)CN(C)CC3)OC(N)=C(C#N)C1c1ccncc1 (stereo not given)
→ ?	?	23	12%	-29%	0%	1%	-7%	4%
Cn1c(=O)[nH]c2c(nc(-c3ccc(Cl)cc3)n2C)c1=O
→ 13%	0%	22	17%	6%	13%	12%	11%	1%
COC(=O)C(NS(=O)(=O)c1ccc(N2CCCC2=O)cc1)c1ccccc1 (stereo not given)
→ -5%	-1%	0	8%	-18%	7%	4%	17%	1%
CCCCn1nc(C(=O)NCC(=O)Nc2c(C)cccc2C)c2ccccc2c1=O
→ -8%	-6%	-14	9%	1%	-12%	1.6µM*	12%	-3%
Nn1c(SCc2ccc(Br)cc2)nnc1-c1ccncc1
→ -2%	13%	-28	1%	1%	-23%	0%	-19%	?
CCCN(CCC)CCNS(=O)(=O)c1ccc2c(c1)CCN2C(=O)C1CCC1
→ 12µM*	2.6µM*	-5	-6%	0%	0%	?	-1%	9%
c1nc(CCO[C@H]2CCCCO2)cc2cc3c(cc12)OCO3
→ -9%[9.22 µM]	18%	7	-13%	-9%	11µM*	-4%	7%	7%
Cc1nn2c(-n3ccnc3C)c3c(nc2c1-c1ccccc1)CCC3
→ -2%	-3%	-9	-2%	-4%	0%	-1%	6%	7%
Cc1cccc(C(C)C)c1NC(=O)c1ccc(CN(c2ccccc2)S(=O)(=O)c2ccccc2)cc1
→ -1%	1%	31	12%	-19%[57.1 µM]	-12%	0%	2%	13%
COc1cccc(Nc2ccc(C(=O)O)cc2N)c1
→ -5%	-17%	3	17%	-14%	56%[activator]	?	6%	-1%
Cc1ccc(O)c(C(=O)c2cc(C#N)c(=O)n(C(C)c3ccccc3)c2)c1 (stereo not given)
→ 0%	4%	-15	-3%	1%	-25%	?	-9%	-25%
CCN(c1ccccc1)S(=O)(=O)c1cccc(C(=O)NCCN2CCOCC2)c1
→ -7%	12%	0	5%	0%	4%	0%	3%	4%[9.24 µM]
COc1ccc(CCN2CC(C(=O)OCC(=O)Nc3c(C)nn(-c4ccccc4)c3C)CC2=O)cc1OC (stereo not given)
→ -509%[inhibitor]	2%	12	-3%	-10%	19%	-4%	-2%	-5%
CN(C)S(=O)(=O)c1cccc(C(=O)Nc2ccccc2N2CCCCC2)c1
→ -90%[inhibitor]	16%	19	-15%	-9%	-18%	-3%	9%	15%
COc1cc(C(=O)Nc2ccc(S(=O)(=O)Nc3cc(C)on3)cc2)cc(OC)c1OC
→ -8%	?	-15	21%	-4%	-4%	?	-11%	-17%
O=C(O)c1ccc2c3c(cccc13)C(=O)N(c1ccccc1)C2=O
→ 7%	2%	15	?	-28%	6%	?	-5%	-5%
Cc1nnc(SCC(=O)NNC(=O)c2ccccc2)n1Cc1ccccc1
→ -9%	0%	11	15%	-2%	2%	20%	6%	8%
OC(CCN1CCOCC1)(c1ccc(Cl)cc1)C1CCCCC1 (stereo not given)
→ -3%	6%	-5	-2%	1%	-32%	0%	?	?
CC(C)c1nc(Cl)c(C#N)c2c1CCCC2
→ -2%	-7%	-6	-13%	-24%[57.1 µM]	-2%[11.3 µM]	-6%	13%	-3%
Cc1csc(C(=O)O)c1NC(=O)c1c(Cl)cccc1Cl
→ -11%	-7%	28	-1%	6%	6%	-6%	4%	2%
Cc1nn2c(N)c(C#N)cnc2c1-c1ccccc1
→ 1%	4%	-26	-12%	-15%	2%	0%	-2%	-1%
Cc1ccc2c(c1)COc1c3ccc(C(=O)N[C@@H](CO)C(C)C)cc3nn1-2
→ -17%[9.22 µM]	-7%	-20	-9%	2%	13%	0%	-8%	2%
CCOC(=O)c1cc(C#N)c(Oc2ccc(F)cc2)nc1-c1ccccc1
→ -4%	13%	4	-6%	-28%	-25%	9.2µM*	-11%	-6%
O=C(NCc1ccncc1)[C@@H]1CCCN1C(=O)[C@H]1CCCN1C(=O)c1cccc(Cl)c1
→ ·	·	72	9%	1%	-8%	7%	-1%	12%
CC1CC(=O)c2c(cc3c(-c4c(O)cc(O)c5c(O)c6c(cc45)OC(C)CC6=O)c(O)cc(O)c3c2O)O1 (stereo not given)
→ 6.5µM*	?	3	?	?	20µM*	?	5.2µM*	4.6µM*
CCOc1ccc(-c2ccc(SC)nn2)cc1
→ 5%	-5%	?	?	-17%	?	12µM*	23µM*	16µM*
CC(CNC(=O)COC(=O)c1ccco1)c1ccccc1 (stereo not given)
→ -17%	-2%	-2	2%	-1%	·	18%	5%	-3%
COC(=O)C1=C(C(=O)OC)[C@@H]2N(C)c3ccccc3[C@@]23C[C@@H](C(=O)OC)N=C3N1
→ -43%[inhibitor][9.22 µM]	?	26	15%	5%	8%	0%	12%	6%
Cc1cc(NC(=O)c2cc(C3CC3)on2)no1
→ -14%	0%	-20	28%	-3%	9%	-5%	14%	15%
O=c1[nH]c(N2CCOCC2)cc2ccccc12
→ 4%	0%	18	-4%	14%	1%	-12%	-5%	-3%
C=CCC[C@H](Cc1ccc(F)cc1)C(=O)OC[C@@H](Cc1c[nH]c2ccccc12)NC(=O)[C@@H](CC=C)CC(=O)N[C@@H](CO)Cc1ccccc1
→ ?	18µM*	-30	?	-5%	?	17%	?	?
O=C1Nc2ccccc2O/C1=C\c1ccccc1Br
→ 8%	?	6	3%	-3%	4%	4%	-19%	-7%
Cc1cc(NC(=O)Nc2ccc(Cl)cc2)n(-c2ccccc2)n1
→ -1%	-2%	-15	-1%	-1%	-4%	19%	-8%	-16%
O=C1c2ccccc2C(=O)N1CCSc1nncs1
→ -15%	12%	14	2%	0%	16%	-2%	4%	0%
CC(C)(C)OC(=O)NC1CC2CCCC(C1)N2Cc1ccccc1 (stereo not given)
→ 22%	-3%	-6	-3%	2%	7%	?	0%	0%
CCN1C(=O)C(CC(=O)Nc2ccc(C)cc2C)Nc2cc(S(=O)(=O)N(C)C)ccc21 (stereo not given)
→ 7%	26%	0	2%	-2%	·	-1%	0%	1%
O=C(/C=C/[C@H]1O[C@@H](n2ccc(=O)[nH]c2=O)[C@H](O)[C@@H]1O)NCc1ccccc1
→ ·	·	28	0%	0%	2%	8%	25%	16%
CC(=O)Nc1nc(-c2ccc([N+](=O)[O-])cc2)cs1
→ -42%[inhibitor]	0%	-13	-2%	-4%	·	5%	-6%	-13%
O=C(c1ccco1)N1CCc2[nH]nc(-c3ccccc3)c2C1
→ 3%	-7%	-15	5%	-1%	·	-10%	0%	-2%
Cc1cc([N+](=O)[O-])c(=O)[nH]c1C
→ -1%	-1%	27	1%	3%	0%	-1%	?	14%
